Bioassay records as filed in PubChem.
MEKK2mut PB1 HTS – signal of MEK5 binding to mutant human MEKK2 PB1 domain; bead flow cytometry, Alexa488-MEK5 binding to MEKK2 mutant; 290,000 tested, 0.35% active; percent response, % at 10 µM; in the data active = percent response above about 24%, passing the limit was not always enough; note: inactives centre near 1; some results filed as inactive read as strong as hits; reference of the scale not given here
OXTR agonist – activates the human oxytocin receptor | P30559 | CHO-OTR cells, Fluo-8 calcium fluorescence; normalized: DMSO 0%, oxytocin 100% | activation, % at 3 µM | 320,000 tested, 0.32% active | AID 2435;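 active = activation above the mean of all tested compounds plus 3 SD, cutoff set per screening run, cut at about 20% in these data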;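 note: peak over basal fluorescence ratio from a 100 s FLIPR kinetic read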
NALP1 inh – NALP1 inhibition; 280,000 tested, 0.61% active; S. cerevisiae NALP1/ASC/caspase-1 growth, X-gal OD620, 72 h; inhibition, % at 10 µM; in the data active = inhibition mostly above about 24%, no sharp cut-off; inactive = mostly below about 32%; note: some compounds called inactive have numbers as strong as hits
GalR3 antagonist – blocks the human galanin receptor 3; O60755; HEK293 GalR3-CNG cAMP membrane potential fluorescence; galR3 body fused to GalR1 C-terminus; inhibition, % at 3 µM; 360,000 tested, 0.44% active; AID 651719;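 active = inhibition above the screen-wide average plus 3 SD, cut at about 13% in these data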;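 note: forskolin and galanin both at EC90 stimulate the cells; cAMP rise reported by CNG channel membrane potential dye signal; 0% = forskolin plus galanin with DMSO and 100% = forskolin alone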
Target sequence (O60755 1-299 limits assumed): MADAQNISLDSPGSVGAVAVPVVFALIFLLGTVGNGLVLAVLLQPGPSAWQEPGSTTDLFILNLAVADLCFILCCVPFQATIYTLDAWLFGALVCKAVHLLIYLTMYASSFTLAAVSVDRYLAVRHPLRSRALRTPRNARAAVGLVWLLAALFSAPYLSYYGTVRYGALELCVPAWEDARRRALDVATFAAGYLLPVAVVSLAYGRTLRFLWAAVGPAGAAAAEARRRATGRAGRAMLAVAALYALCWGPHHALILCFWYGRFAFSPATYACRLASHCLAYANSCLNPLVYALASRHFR
PHOSPHO1 inh – blocks human PHOSPHO1 phosphatase activity | recombinant PHOSPHO1, absorbance phosphatase assay | inhibition, % at 13.3 µM | 290,000 tested, 1.1% active | Q8TCT1 | AID 1565; in the data active = inhibition above about 60%
Target sequence (Q8TCT1 whole entry, looked up): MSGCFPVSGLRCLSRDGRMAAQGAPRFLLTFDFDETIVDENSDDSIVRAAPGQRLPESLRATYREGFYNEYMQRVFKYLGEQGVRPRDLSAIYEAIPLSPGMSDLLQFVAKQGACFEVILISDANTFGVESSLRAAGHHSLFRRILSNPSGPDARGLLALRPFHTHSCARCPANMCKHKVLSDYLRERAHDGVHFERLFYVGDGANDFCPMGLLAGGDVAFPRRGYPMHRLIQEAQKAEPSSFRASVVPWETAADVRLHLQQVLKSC
MEKK3 PB1 HTS – raises or lowers MEK5 binding to the human MEKK3 PB1 domain. binding response (% of control), % at 10 µM. Q99759. bead-based flow cytometry, Alexa488-MEK5 binding to MEKK3; actives lie on both sides; 0 = blocked by unlabeled MEK5, 100 = vehicle. 290,000 tested, 1.4% active;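 active = binding response more than 3 SD above or below the average of its plate-row segment, actives on both sides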;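 note: Alexa488 bead fluorescence after subtracting the streptavidin-only scavenger bead signal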
GPR7 antag – antagonists of human GPR7 (neuropeptides B/W receptor 1); GPR7-expressing cells, fluorescence antagonist assay; P48145; inhibition, % at 4.4 µM; 290,000 tested, 1.1% active; in the data active = inhibition above about 16%, passing the limit was not always enough;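 note: cells stimulated with the agonist NPW; 0% = agonist with vehicle and 100% = vehicle without agonist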
MEKK2wt PB1 HTS – raises or lowers MEK5 binding to wildtype human MEKK2 PB1 domain. Q9Y2U5. bead flow cytometry, Alexa488-MEK5 binding to MEKK2 WT; actives lie on both sides. binding response (% of control), % at 10 µM. 290,000 tested, 1.1% active; in the data active = binding response below about 67% or above about 130%
V1aR counter – counter-screen for oxytocin receptor agonists: human V1a receptor agonists; 320,000 tested, 0.25% active; activation, % at 3 µM; P37288; CHO-V1R cells, Fluo-8 calcium fluorescence, agonist mode; 0% DMSO, 100% 3 nM vasopressin;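 active = activation above the mean activation of all tested compounds plus 3 SD, per screening run, cut at about 20% in these data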;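 note: signal is peak over basal fluorescence ratio across a 100 second FLIPR read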
Target sequence (P37288 whole entry, looked up): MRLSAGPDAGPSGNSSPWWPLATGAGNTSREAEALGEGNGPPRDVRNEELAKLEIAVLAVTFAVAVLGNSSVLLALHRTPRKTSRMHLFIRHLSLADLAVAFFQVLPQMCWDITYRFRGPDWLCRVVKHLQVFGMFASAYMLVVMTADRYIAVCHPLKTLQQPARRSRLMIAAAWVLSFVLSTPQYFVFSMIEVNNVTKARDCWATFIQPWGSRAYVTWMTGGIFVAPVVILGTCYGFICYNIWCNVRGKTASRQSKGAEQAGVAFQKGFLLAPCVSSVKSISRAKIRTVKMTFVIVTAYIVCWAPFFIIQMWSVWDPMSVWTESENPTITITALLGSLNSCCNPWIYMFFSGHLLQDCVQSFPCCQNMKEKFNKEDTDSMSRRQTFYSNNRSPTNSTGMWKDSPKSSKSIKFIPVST
The depositor's hits bear a star; / = no result given.

cpd | compound | MEKK2mut PB1 HTS | OXTR agonist | NALP1 inh | GalR3 antagonist | PHOSPHO1 inh | MEKK3 PB1 HTS | GPR7 antag | MEKK2wt PB1 HTS | V1aR counter
1 | Cn1c(=O)c2c(SCC(=O)N3CCCc4ccccc43)nc(C3CC3)nc2n(C)c1=O | 7 | 0.5 | / | / | 3 | 99 | -16 | 100 | 0.1
2 | Cc1ccc(CSc2nccc(-c3c(C)nc4ccccn34)n2)cc1 | 10 | 0.3 | 8 | -3 | 37 | 102 | -5 | 104 | 1.1
3 | COc1ccc2[nH]c(=O)c(CN(CCO)C(=O)c3ccccc3F)cc2c1 | 4 | 0.3 | / | 0 | 6 | 100 | -12 | 104 | 4.8
4 | Cc1nc2ccccc2n1CC(=O)OCC(=O)NCc1ccccc1 | -2 | 0.9 | -6 | 6 | 15 | 106 | -3 | 105 | 1.1
5 | CCc1cc2c(SCC(=O)c3ccc(Cl)s3)ncnc2s1 | 8 | -0.7 | -1 | -3 | 18 | 103 | 9 | 100 | 1.1
6 | COc1nc2c(s1)C(=O)NCCC2 | -12 | 1.1 | / | -3 | 5 | 80 | 16 | 90 | 0.0
7 | CCOc1ccc2nc(NC(=O)C3CCN(C(=O)c4ccco4)CC3)sc2c1 | 4 | 5.1 | 16 | -7 | 37 | 100 | -2 | 96 | -0.1
8 | COc1ccc(/C=C/C(=O)Nc2cccc(F)c2)cc1S(=O)(=O)N1CCOCC1 | -2 | 4.0 | -8 | 5 | 27 | 106 | 2 | 102 | 0.1
9 | CC(CCc1ccccc1)NC(=O)[C@@H]1Cc2ccccc2CN1 (some centres not stated) | 3 | / | 28 | -9 | 40 | 104 | -4 | 107 | /
10 | C=CCNCCCOc1ccc(C)cc1Br | -2 | 1.3 | -5 | -10 | -2 | 96 | 0 | 94 | 1.4
11 | COc1ccc(-c2nc(NC(=O)CSc3nnc(C)s3)ns2)cc1 | 11 | -0.9 | 13 | / | 10 | 111 | -4 | 111 | 0.1
12 | COc1ccc(-c2nc(N)ncc2-c2ccccc2)c(O)c1 | 6 | 1.5 | -5 | -14 | 27 | 105 | 0 | 108 | -0.5
13 | CC(=O)N(CCC(c1ccccc1)c1ccco1)Cc1cccs1 (configuration not stated) | -9 | -0.4 | 10 | -6 | -21 | 89 | -7 | 93 | -0.1
14 | COc1ccccc1NC(=O)C(=O)NCc1ccncc1 | 2 | -0.1 | 24 | 1 | -5 | 102 | -10 | 101 | -0.3
15 | CCC(C)N1C(=O)S/C(=C/c2ccc3c(c2)n(C)c(=O)n3C)C1=O (configuration not stated) | -7 | 0.7 | 46 | -1 | -23 | 101 | -2 | 94 | 0.9
16 | Cc1ccccc1NC(=O)c1nn(C)c2c1CS(=O)(=O)c1ccccc1-2 | 9 | 0.2 | 9 | 1 | 28 | 102 | -15 | 106 | 0.8
17 | CCn1c(/C=C/c2ccc(O)cc2)nc2ccccc2c1=O | 7 | -0.1 | 25 | -5 | 24 | 103 | -1 | 105 | 0.4
18 | O=C1N=C(N2C=CC(=C3C=CNC=C3)C=C2)/C(=C/N=NC(=O)c2ccccc2O)S1 | 5 | 0.0 | -7 | 4 | 13 | 99 | 2 | 96 | 5.2
19 | COc1ccccc1NC(=O)c1ccc(Br)c(S(=O)(=O)N2CCCC2)c1 | 6 | -0.5 | 6 | -3 | 18 | 102 | 4 | 104 | 1.8
20 | CCOCCCNC(=O)C(c1ccc(C)cc1)N(Cc1ccc2c(c1)OCO2)C(=O)CNC(C)=O (configuration not stated) | 4 | 0.7 | -8 | -6 | 2 | 104 | -5 | 107 | 0.2
21 | CC1Cc2ccccc2N1CC(=O)c1c(N)n(Cc2ccccc2)c(=O)n(C)c1=O (configuration not stated) | 3 | 0.0 | 22 | 0 | -4 | 104 | -3 | 110 | -0.3
22 | CC(OC(=O)CN1C(=O)C2CCCCC2C1=O)C(=O)Nc1ncc(Cl)cc1Cl (configuration not stated) | -8 | 1.3 | 0 | -8 | 19 | 87 | -4 | 90 | 1.2
23 | COc1ccccc1CNC(=O)CN(C)CC(=O)Nc1cccc(F)c1 | 0 | 0.0 | 7 | -1 | -15 | 111 | 11 | 114 | -0.4
24 | C=CCn1c(SCc2ccc(C(=O)Nc3nccs3)cc2)nnc1-c1ccc(C)c(Cl)c1 | 15 | 3.6 | 16 | -5 | -31 | 101 | -8 | 107 | 4.7
25 | COC(=O)c1ccc(CNC(=O)C(NC(=O)c2ccco2)C(C)C)cc1 (configuration not stated) | 0 | 1.0 | -114 | -8 | 28 | 98 | -19 | 99 | -0.1

The results go on.
cpd | compound | MEKK2mut PB1 HTS | OXTR agonist | NALP1 inh | GalR3 antagonist | PHOSPHO1 inh | MEKK3 PB1 HTS | GPR7 antag | MEKK2wt PB1 HTS | V1aR counter
26 | CC(NC(=O)c1ccc(F)cc1)C(c1cccs1)N1CCN(C)CC1 (configuration not stated) | -1 | 0.9 | -104 | -6 | -23 | 95 | 8 | 96 | 0.3
27 | CN(CC(=O)NCc1ccco1)S(=O)(=O)c1ccc2c(c1)c(=O)n(C)c(=O)n2C | -2 | -0.1 | / | -5 | 22 | 98 | -7 | 99 | 1.1
28 | Cc1nc2c(c(=O)n1CCC1=CCCCC1)c1nc3ccccc3nc1n2/N=C/c1ccccc1 | -3 | -0.6 | 5 | / | -7 | 101 | -3 | 92 | -1.0
29 | O=C(CSc1nc2ccccc2[nH]1)Nc1nc(-c2ccccc2)c(-c2ccccc2)o1 | 13 | -1.4 | 24 | -2 | -4 | 103 | -14 | 102 | 0.0
30 | Cc1sc2nc(CN3CCCC3)nc(Cl)c2c1C | -2 | -0.3 | 37 | -12 | -8 | 101 | 1 | 100 | -0.3
31 | Cc1ccc(-n2nc(-c3ccco3)cc2C(=O)NCc2cccnc2)cc1 | / | -1.2 | -6 | -10 | 40 | / | 6 | / | -1.1
32 | COc1ccc(COCC(O)CN2CCOCC2)cc1OC (configuration not stated) | -3 | 1.2 | -9 | 1 | -1 | 92 | -3 | 96 | 1.4
33 | CCOC(=O)C1(C)NC(c2ccc(OC)c(OC)c2)C2C(=O)N(CC)C(=O)C21 (configuration not stated) | 1 | -0.1 | / | -3 | 3 | 100 | -8 | 104 | 0.0
34 | Cc1cc(C)c2c(N)c(C(=O)N3CCc4ccccc4C3)sc2n1 | -5 | -0.9 | 20 | -6 | 24 | 106 | -12 | 97 | -0.8
35 | CC(C)CN1CCC(=O)N([C@H](CSc2ccc(Br)cc2)Cc2ccccc2)CC1 | 4 | -1.6 | -11 | -10 | 18 | 99 | / | 109 | 0.6
36 | Cc1nn(CCC(=O)NNC(=S)Nc2ccccc2)c(C)c1Br | -1 | -0.2 | 23 | -4 | 31 | 108 | -8 | 109 | -0.4
37 | NC(N)=NS(=O)(=O)c1ccc(N/C=C\C(=O)c2ccncc2)cc1 | -9 | 0.3 | 6 | -2 | 8 | 104 | -3 | 94 | 2.1
38 | COc1ccc(/C=C/C(=O)OCC(=O)Nc2ccc(Cl)c(S(=O)(=O)N(C)C)c2)cc1OC | -4 | 5.7 | 23 | -3 | -14 | 84 | -2 | 85 | 7.7
39 | C/C(=N\Nc1ccccc1[N+](=O)[O-])c1ccccc1O | 4 | -2.0 | -4 | -9 | 29 | 105 | -19 | 104 | -1.0
40 | CCc1nnc(N/N=C/c2c(F)cccc2Cl)n1N | 10 | -0.2 | 14 | -12 | 8 | 105 | -16 | 104 | 1.2
41 | CNC(=S)N/N=C/c1ccc(-c2ccc(Cl)c([N+](=O)[O-])c2)o1 | -7 | -1.5 | 13 | -3 | 17 | 96 | -7 | 85 | -1.0
42 | COc1ccc(CCNC(=O)C2Cc3ccccc3C(=O)O2)cc1 (configuration not stated) | -7 | 0.5 | 10 | 1 | 4 | 100 | -10 | 96 | 1.1
43 | COc1cc(C(=O)NCCCN2CCCC2=O)cc(OC)c1OC | 1 | -0.9 | -8 | -6 | -11 | 100 | -4 | 100 | -0.1
44 | Cc1ccc(-n2nc3c(=O)n(CC(=O)NCc4ccccn4)nc(C)c3c2C)cc1 | 3 | -1.5 | -15 | -4 | 33 | 100 | -17 | 102 | -0.1
45 | CCOC(=O)Cc1csc(NC(=O)CCCc2ccccc2)n1 | 20 | -0.6 | 12 | -11 | 24 | 105 | -10 | 113 | -0.1
46 | CN(C)CCNC(=O)c1ccc(CS(=O)(=O)c2ccc(Br)cc2)o1 | 1 | 0.8 | / | 2 | / | 100 | -16 | 106 | 0.7
47 | COc1ccc(/C(O)=C2/C(=O)C(=O)N(c3ncccn3)C2c2ccc(OC)c(OC)c2)cc1 (configuration not stated) | 2 | -0.3 | 31 | 5 | 43 | 98 | -2 | 100 | 0.7
48 | COCCn1cnc2c1c(=O)n(CC(=O)OCC(=O)NCCCc1ccccc1)c(=O)n2Cc1ccccc1 | -3 | -1.6 | 11 | -8 | 15 | 93 | -5 | 97 | 0.0
49 | CC(Sc1ncn[nH]1)C(=O)NCc1ccccc1 (configuration not stated) | 5 | 0.5 | 1 | 1 | 29 | 104 | 2 | 105 | 1.1

Among those listed so far, these contain an aryl thioether with sulfur outside any ring:
cpd | compound | MEKK2mut PB1 HTS | OXTR agonist | NALP1 inh | GalR3 antagonist | PHOSPHO1 inh | MEKK3 PB1 HTS | GPR7 antag | MEKK2wt PB1 HTS | V1aR counter
1 | Cn1c(=O)c2c(SCC(=O)N3CCCc4ccccc43)nc(C3CC3)nc2n(C)c1=O | 7 | 0.5 | / | / | 3 | 99 | -16 | 100 | 0.1
2 | Cc1ccc(CSc2nccc(-c3c(C)nc4ccccn34)n2)cc1 | 10 | 0.3 | 8 | -3 | 37 | 102 | -5 | 104 | 1.1
5 | CCc1cc2c(SCC(=O)c3ccc(Cl)s3)ncnc2s1 | 8 | -0.7 | -1 | -3 | 18 | 103 | 9 | 100 | 1.1
11 | COc1ccc(-c2nc(NC(=O)CSc3nnc(C)s3)ns2)cc1 | 11 | -0.9 | 13 | / | 10 | 111 | -4 | 111 | 0.1
24 | C=CCn1c(SCc2ccc(C(=O)Nc3nccs3)cc2)nnc1-c1ccc(C)c(Cl)c1 | 15 | 3.6 | 16 | -5 | -31 | 101 | -8 | 107 | 4.7
29 | O=C(CSc1nc2ccccc2[nH]1)Nc1nc(-c2ccccc2)c(-c2ccccc2)o1 | 13 | -1.4 | 24 | -2 | -4 | 103 | -14 | 102 | 0.0
35 | CC(C)CN1CCC(=O)N([C@H](CSc2ccc(Br)cc2)Cc2ccccc2)CC1 | 4 | -1.6 | -11 | -10 | 18 | 99 | / | 109 | 0.6
49 | CC(Sc1ncn[nH]1)C(=O)NCc1ccccc1 (configuration not stated) | 5 | 0.5 | 1 | 1 | 29 | 104 | 2 | 105 | 1.1
